D3 antag: blocks the human D3 dopamine receptor; P35462; D3R cells, DiscoveRx beta-arrestin luminescence, antagonist mode; active compounds read low; max response, negative = inhibition, %; hit rate 2.5% among 360,000; in the data active = max response below about -50%; inconclusive = no clear call, values can overlap the other calls; also: % is scaled to controls: 0 for no effect and ±100 for the full control effect; mostly tested at two doses, the higher about 12 µM
Target sequence (P35462 whole entry, looked up): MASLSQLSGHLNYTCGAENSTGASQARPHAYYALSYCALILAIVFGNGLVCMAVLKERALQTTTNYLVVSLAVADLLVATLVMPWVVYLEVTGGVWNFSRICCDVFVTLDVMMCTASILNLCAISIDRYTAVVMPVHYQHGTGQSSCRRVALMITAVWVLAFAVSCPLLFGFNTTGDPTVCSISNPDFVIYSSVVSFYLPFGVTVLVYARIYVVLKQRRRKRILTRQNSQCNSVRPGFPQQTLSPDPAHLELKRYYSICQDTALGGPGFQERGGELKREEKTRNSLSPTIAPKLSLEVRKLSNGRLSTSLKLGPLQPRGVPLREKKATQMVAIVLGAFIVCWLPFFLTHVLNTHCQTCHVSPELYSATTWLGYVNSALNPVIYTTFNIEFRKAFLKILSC
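Cells plated overnight at 1500 cells/well, then exposed to library compounds with dopamine controls for 90 minutes at 37 degrees C. DiscoveRx reagent added for 30–60 minutes at room temperature; luminescence read, quantitative HTS format.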
EPAC2 antagonist: EPAC2 (human) antagonism; Q8WZA2; EPAC2 GEF exchange of Rap1B-BODIPY-GDP, fluorescence; Potency, µM (titrated, usually from 114 µM), for inactives: at the highest dose activity, negative = inhibition, actives largely listed as inhibitors; AID 720708; hit rate 0.18% among 360,000; also: potency is read from the fitted curve at half-maximal effect; % is scaled to controls: 0 for no effect and ±100 for the full control effect; nearly all actives have a fitted effect of over 45% in size; many of its hits are not listed in these tables
EPAC2 agonist: EPAC2 (human) agonism; Potency, µM (doses to about 154 µM), inactives show at the highest dose activation, actives largely listed as activators; hit rate 0.079% among 360,000; Q8WZA2; EPAC2 activation, biochemical qHTS; response scale: 100% = 6.5 mM cAMP response; also: potency is read from the fitted curve at half-maximal effect; nearly all actives have a fitted effect of over 50% in size
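EPAC2 (100 nM) mixed with Rap1B loaded with BODIPY-GDP (250 nM) plus 50 uM unlabeled GDP; compounds pinned in, 5 min RT, then read every 5 min for 30 min (ex 480, em 540 nm). Normalized to cAMP control.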
D3 ag: activates the human D3 dopamine receptor; max activation, %; hit rate 0.58% among 410,000; D3R DiscoveRx beta-arrestin cells, luminescence, 90 min; AID 652048; in the data active = max activation above about 30%; also: 0% is about no effect; mostly tested at two doses, the higher about 12 µM
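Agonist-mode cell screen: cells plated at 1500/well and incubated overnight at 37 °C, then exposed to library compounds for 90 min at 37 °C. Detection reagent was added for 30–60 min at room temperature, and luminescence was read.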
aSyn yeast inh: rescues yeast growth from alpha-synuclein toxicity; AID 652106; Potency, µM (titrated, usually from 46.1 µM), inactives show top-dose growth rescue (activation), usual class: activators; Yeast expressing alpha-synuclein, growth rescue, BacTiter-Glo, 24 h; hit rate 0.14% among 370,000; also: potency is read from the fitted curve at half-maximal effect; % of control where 0% means no effect; nearly all actives have a fitted effect of over 65% in size
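Rescue of yeast growth: cells expressing toxic alpha-synuclein, induced in galactose at OD600 0.02, incubated with compound 24 h at 30 C. ATP luminescence quantified growth; inhibitors of toxicity appear as activators.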
FUS yeast rescue: suppressors of FUS proteinopathy in yeast | hit rate 0.24% among 390,000 | Potency, µM (top dose mostly 76.6 µM), for inactives: at the highest dose growth rescue (activation), most hits filed as activators | S. cerevisiae FUS-expressing, growth rescue, OD600, 24 h;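 also: potency is read from the fitted curve at half-maximal effect; plate controls were DMSO vehicle for no effect and reference control for full effect; nearly all actives have a fitted effect of over 55% in size; some results filed as inactive show a strong effect at the top dose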
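Steps: raffinose overnight preculture; dilution to OD 0.005 in 2% galactose minimal medium; compound addition (concentration series); 24hr at 30C, 99% humidity; absorbance read at 600 nm.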
Abeta yeast res: compounds reversing amyloid beta toxicity in yeast; Potency, µM (series often up to 46.1 µM), inactives show at the top dose growth rescue, most hits filed as activators; hit rate 0.063% among 410,000; yeast expressing A-beta42, growth rescue, OD600, 48 h; response scale: 0% DMSO, 100% iron-clioquinol control; also: potency is read from the fitted curve at half-maximal effect; nearly all actives have a fitted effect of over 55% in size
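Growth rescue measured by 600 nm absorbance after 48 h yeast culture at 30 C with compound. Values normalized between DMSO and an equimolar ferric chloride plus clioquinol control.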
TDP-43 yeast inh: inhibitors of TDP-43 toxicity in yeast; TDP-43 expressing yeast growth rescue, BacTiter-Glo, 24 h; Potency, µM (titrated, usually from 46.1 µM), inactives show at the top dose growth rescue (activation), most hits filed as activators; hit rate 1.8% among 410,000; AID 652104; also: potency is read from the fitted curve at half-maximal effect; % of control where 0% means no effect; nearly all actives have a fitted effect of over 50% in size
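Readout is BacTiter-Glo luminescence of cell growth, so inhibitors register as activators. TDP-43-expressing yeast at OD600=0.02 in galactose medium, after raffinose pregrowth to mid-log, were incubated with compound for 24 hr at 30 deg C.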
* hit, by the source's call; ? = inconclusive; · = no result given; & = joins results of further samples; [ ] = dose if it differs, or a comment. Unless noted, calls follow the shape of the dose curve; as a rule, active = well fitted curve in the direction sought with a large enough effect; inconclusive = small, poorly fitted or top-dose-only effect, or another doubt; inactive = no such curve, though single readings can be large; an effect the other way counts as inactive or inconclusive. A portion of the library; count on the stated rates, not on these rows.

SMILES	D3 antag	EPAC2 antagonist	EPAC2 agonist	D3 ag	aSyn yeast inh	FUS yeast rescue	Abeta yeast res	TDP-43 yeast inh
Cc1ccc(C)c(N2CCN(C(=O)CCCN3C(=S)NC(C)(C)CC3C)CC2)c1 (stereo not given)	2	1%	26%	-7	-1%	?	1%	0%
Cc1ccc(S(=O)(=O)N(C)c2ccc(OCC(=O)O)cc2)cc1	?	-4%	7%	-9	0%	18%	-4%	-13%
CCc1ccccc1N1C(=O)C2CC(C)=C(C)CC2C1=O (stereo not given)	16	13%	0%	2	0%	12%	11%	2%
COC(=O)c1c(NC(=O)/C=C/C(=O)O)sc(C)c1-c1ccc(C)cc1	?	-29%	-1%	-12	-70%[inhibitor]	10%	-9%	-12%
CCc1nonc1NC(=O)c1oc2ccc(F)cc2c1C	-8	3%	4%	-1&3	-4%	-22%&-19%	2%	?
CCOC(=O)Cc1csc(NC(=O)CCNS(=O)(=O)c2ccc3c(c2)CCC(=O)N3)n1	16	9%	1%	1	-8%	14%	1%	6%
CCCC(=O)n1nc(-c2ccco2)nc1N	-13	1%	8%	-3	0%	-13%	0%	10%
Cc1cccc(NC(=O)CNC(=O)COC(=O)C2CC2C)c1C (stereo not given)	8	-3%	-7%	3	3%	·	3%	19%
Cc1cc(NC(=O)c2cc(-c3ccc(Br)cc3)on2)no1	29	3%	7%	-5	-4%	9%	-4%	-18%
CCOC(=O)COn1c(=O)c(-c2ccc(OC)cc2)[n+]([O-])c2ccccc21	-16	2%	-2%	-5	-6%	4%	-5%	-19%
CCc1cc2c(=O)c(-c3nc4ccccc4n3C)c(C)oc2c(CN2CCOCC2)c1O	-20	18%	5%	-6	21%	-3%	-3%	-30%[inhibitor]
Cc1cccc(-c2nnc(SCc3cc(=O)c4cccc(Cl)c4[nH]3)n2C)c1	·	·	·	18	·	?	0%	16%
COCCn1c(C)cc(C(=O)CSc2ncn[nH]2)c1C	23	1%	13%	10	2%	13%	11%	-7%
CCOC(=O)N1CCN(CCC(=O)Nc2cccc(F)c2)CC1	·	·	·	2	·	19%	-14%	18%
Cc1ccc(C(=O)NCCSC2CCCCC2)cc1S(=O)(=O)Nc1ccccc1	?	-18%	4%	-3	4%	20%	6%	-2%
COc1ccc(CCNC(=O)CSc2nc(-c3ccc(OC)c(OC)c3)ccc2C#N)cc1	-20	-5%	-5%	-2	-5%	·	?	-7%
CCN(CC)S(=O)(=O)c1cc(NC(=O)COc2ccc(C#N)cc2OC)ccc1C	16	0%	6%	-2	1%	·	-4%	18%
CS(=O)(=O)N1CCN(c2ccccc2NC(=O)Cc2ccccc2)CC1	-14	-12%	7%	3	1%	-66%[inhibitor]	11%	6%
CCN(Cc1ccncc1)C(=O)CCc1nnc(CCc2ccc(OC)cc2)o1	17	-1%	3%	-9	0%	6%	-4%	-11%[0.397 µM]
COc1cc(C(=O)C(=O)N2CCN(c3ccccc3)CC2)cc2ccccc12	-14	4%	2%	-1	-4%	22%	-9%	-9%
COc1nc(N)nc2c1ncn2C1OC(CO)CC1O (stereo not given)	7	7%	8%	-3	-2%	·	5%	-4%
Cc1ccc(-c2nn(-c3ccccc3)cc2/C=C(\C#N)c2cccc(C#N)c2)o1	-17	7%	6%	14	7%	·	5%	13%
CC1=C(C(=O)N(C)C)CC(CC(=O)NCc2cccs2)C(=O)N1Cc1ccc(C(C)(C)C)cc1 (stereo not given)	-3	3%	1%	1	0%	?	-9%	12%
CCOC(=O)c1nnn(CC(=O)Nc2cccc(F)c2)c1C(=O)OCC	4	0%	0%	3	-6%	27%	-4%	-6%
O=C(CCCCCN1C(=O)c2ccccc2C1=O)Oc1ccc2c3c(c(=O)oc2c1)CCC3	-30	-7%	6%	3	-39%[inhibitor]	·	0%	-29%

Next section:
SMILES	D3 antag	EPAC2 antagonist	EPAC2 agonist	D3 ag	aSyn yeast inh	FUS yeast rescue	Abeta yeast res	TDP-43 yeast inh
O=C(NCC1CCCO1)C1CCN(S(=O)(=O)c2ccccc2)CC1 (stereo not given)	3	14%	0%	-2	2%	-1%	-11%	-3%
CCOc1ccccc1NC(=O)C1C2C=CC(C2)C1C(=O)O (stereo not given)	-10	1%	3%	9	5%	-7%	2%	-8%
COc1cccc2c(SCC(=O)N/N=C/c3ccc(O)c(O)c3)cc(C)nc12	5	2%	1%	31*	-2%	18%	-31%	-21%
Cc1ccc(NC(=O)c2oc3ccccc3c2NC(=O)c2ccc3c(c2)OCO3)cc1	-6	0%	7%	4	2%	12%	-1%	-15%
COc1ccc(CCNC(=O)c2cc3c(=O)n(C)c4cc(Cl)ccc4c3s2)cc1OC	·	·	·	-3	-8%	-12%	-19%	-6%
Cc1ccc(S(=O)(=O)N2CCCc3cc(NS(=O)(=O)c4ccc(F)cc4)ccc32)cc1	·	·	·	5	·	?	0%	0%[9.22 µM]
CCOc1ccccc1/C=N/N1CCN(Cc2ccccc2)CC1	-20	-7%	27%	-22	-2%	-13%	8%	0%
O=C(CCSCc1ccccc1F)N1CCN(c2ccccn2)CC1	-24	3%	-7%	-6	7%	-8%	-23%	-19%
COc1ccccc1Nc1nc2nonc2[nH]c1=O	5	2%	21%	1	0%	26%	27%	-9%
Cc1ccccc1Cn1c(C)c(C(=O)NCc2ccc(Cl)c(Cl)c2)sc1=O	4	10%	5%	4	3%	43%	27%	12%
CCCC(CCC(=O)OC)(C(=O)OCC)c1csc(N)n1 (stereo not given)	0	22%	5%	-7	-2%	22%	-15%	0%
COC(=O)C(Cc1csc2ccc(Cl)cc12)NC(=O)c1ccc(Cl)cc1 (stereo not given)	-28	-5%	17%	-6	1%	23%	7%	-17%
CCN(CC(=O)Nc1c(F)cccc1F)C(=O)c1cc(C)nc2ccccc12	-1	3%	-6%	-2	3%	8%	5%	14%
CC1=C(C(=O)Nc2ccccc2C(F)(F)F)C(c2ccc(C)s2)NC(=S)N1 (stereo not given)	-8	-20%	6%	-5	-9%	15%	3%	-9%
COc1ccccc1S(=O)(=O)N(C)C[C@@H]1OCc2cnnn2CCCC(=O)N([C@@H](C)CO)C[C@H]1C	0	5%	-2%	2	3%	1%	16%	27%
O=C(O)C1C2CCC(O2)C1C(=O)Nc1ccc(F)cc1 (stereo not given)	10	3%	-2%	6	-9%	-5%	-3%	-10%
COc1cc(NC(=O)c2ccccc2F)ccc1NC(=O)c1ccccc1Cl	7	-11%	5%	2	-14%	16%	-1%	-10%
COc1cccc(NC(=O)CN(C)C(C)C(=O)N2CCCC2)c1 (stereo not given)	-8	17%	6%	-5	-8%	-8%	-17%	-2%
O=C(NCc1cccc(Cl)c1)C1CCN(C(=O)c2sccc2-n2cccc2)CC1	·	·	·	1	·	12%	-10%	13%
CC(=O)C1=NN(c2ccc(Cl)cc2)C(c2ccc3c(c2)OCO3)N(C(C)=O)N1C (stereo not given)	-3	?	15%	-3	8%	21%	0%	?
CCN1CCN(C(CNS(=O)(=O)c2ccc(OC)c(C)c2)c2cccnc2)CC1 (stereo not given)	11	-1%	0%	0	1%	1%	-4%	-13%
C=C(C)[C@@H]1CC=C(CN2CCC(CCOC)(C(=O)OCC)CC2)CC1	-13	3%	-2%	-17	2%	5%	-20%	-7%[0.397 µM]
Cc1cc(C)c2nc3nc(C)cc(C)c3c(N)c2c1	6	-3%	-6%	-1	?	·	8%	0%
CCOC1(OCC)N=C(N)C2(C#N)C(c3ccc(NC(C)=O)cc3)C12C#N (stereo not given)	-9	-15%	12%	0	-7%	·	-17%	9%
CCN(CC)c1cc(C)c(C#N)c2nc3ccccc3n12	7	-2%	1%	3	0%	9%	-7%	21%
C=CCN(C(=O)CCC(=O)Nc1cc(C)on1)C(C(=O)NC1CCCC1)c1ccc(OC)cc1OC (stereo not given)	?	2%	0%	-2	-2%	21%	-20%	-17%
O=C(O)c1ccc(CSc2nnc(-c3cccnc3)n2-c2ccc(Br)cc2)cc1	-7	0%	1%	0	4%	3%	-3%	-4%
Cn1c(/C(C#N)=C/c2ccncc2)nc2ccccc21	?	-3%[57.1 µM]	14%	2	15%	-15%	?	-16%
Cc1cc(F)ccc1S(=O)(=O)N1CCCOC1CNC(=O)C(=O)NCCCN1CCOCC1 (stereo not given)	6	9%	-1%	-5	1%	-7%	-3%	-5%
CN1C(=O)C(O)(C2OC(C)(C)CCC2=O)c2ccccc21 (stereo not given)	8	4%	10%	-10	3%	6%	-4%	18%

Limited to aSyn yeast inh, D3 ag and D3 antag, for 3 of the compounds above:
Compound | aSyn yeast inh | D3 ag | D3 antag
O=C(NCC1CCCO1)C1CCN(S(=O)(=O)c2ccccc2)CC1 (stereo not given) | 2% | -2 | 3
CC1=C(C(=O)Nc2ccccc2C(F)(F)F)C(c2ccc(C)s2)NC(=S)N1 (stereo not given) | -9% | -5 | -8
CCCC(CCC(=O)OC)(C(=O)OCC)c1csc(N)n1 (stereo not given) | -2% | -7 | 0

Two entries from above, with values under each structure:
Values in the order – D3 antag	EPAC2 antagonist	EPAC2 agonist	D3 ag	aSyn yeast inh	FUS yeast rescue	Abeta yeast res	TDP-43 yeast inh
C=C(C)[C@@H]1CC=C(CN2CCC(CCOC)(C(=O)OCC)CC2)CC1
    -13	3%	-2%	-17	2%	5%	-20%	-7%[0.397 µM]
Cc1cc(C)c2nc3nc(C)cc(C)c3c(N)c2c1
    6	-3%	-6%	-1	?	·	8%	0%

Record cards (already shown). Screens in order: D3 antag	EPAC2 antagonist	EPAC2 agonist	D3 ag	aSyn yeast inh	FUS yeast rescue	Abeta yeast res	TDP-43 yeast inh
Results for C=C(C)[C@@H]1CC=C(CN2CCC(CCOC)(C(=O)OCC)CC2)CC1 → -13	3%	-2%	-17	2%	5%	-20%	-7%[0.397 µM]
Results for CCc1nonc1NC(=O)c1oc2ccc(F)cc2c1C → -8	3%	4%	-1&3	-4%	-22%&-19%	2%	?
